S3 lipid droplet = qHTS Assay for Lipid Storage Modulators in Drosophila S3 Cells. Drosophila S3 cells, BODIPY lipid droplet fluorescence, 18-24 h; cells fed with added oleic acid. lipid storage change, negative = inhibition, % at the top dose, mostly 46.1 µM; hits show Potency in µM. actives 0.64% (n = 320,000); active = well fitted inhibition curve with a large enough effect in the signal ratio, with a control signal flat, not every such curve was filed as active; inconclusive = small, poorly fitted or top-dose-only effect, or effect the other way, or a change in a side signal; the % refers to the signal ratio
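Laser-scanning cytometry quantifies lipid droplet accumulation (500–530 nm total intensity; droplet/cell object ratio) in oleic acid-fed (400 uM added) Drosophila S3 cells treated with a concentration series. 20 uM Triacsin C defined 100% inhibition.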
S3 lipid droplet cell count max = second read-out of S3 lipid droplet, no call of its own (marks repeat the call); cell number change, %; measured here: cell count max response;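 cells counted by Cell Tracker Red CMTPX staining in the red channel; peak over a dose series mostly up to 46.1 µM; percent activity relative to internal control wells on each plate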
Starred values were filed as active, the others as inactive; i = inactive; ? = inconclusive; · = no result given. % is set by controls: 0 for no effect and ±100 for the full control effect; potency is the fitted concentration of half-maximal effect. An excerpt, so the mix of outcomes need not match the whole.

Start of the data: the first 3 entries, ahead of the listing:
SMILES | S3 lipid droplet | S3 lipid droplet cell count max
CCOC(=O)C1=NN(C(=O)c2ccc(C)cc2)C(O)(c2ccc(Cl)cc2)C1 (stereo not drawn) | i | 10.2
COc1ccc(C(=O)/C=C/Nc2ccccn2)cc1 | ? | ·
Cn1nc(C(F)(F)F)c(-c2ccc(Br)cc2)c1NC(=O)c1ccco1 | 6.4% | 16.0

The whole of this part, from the start:
SMILES | S3 lipid droplet | S3 lipid droplet cell count max
CCOC(=O)C1=NN(C(=O)c2ccc(C)cc2)C(O)(c2ccc(Cl)cc2)C1 (stereo not drawn) | i | 10.2
COc1ccc(C(=O)/C=C/Nc2ccccn2)cc1 | ? | ·
Cn1nc(C(F)(F)F)c(-c2ccc(Br)cc2)c1NC(=O)c1ccco1 | 6.4% | 16.0
Cc1ccc(NC(=O)Cc2ccc([N+](=O)[O-])cc2)c(Br)c1 | i | 19.5
CSc1nn(-c2ccc(C(=O)OC(C(=O)NC(N)=O)C(C)C)cc2)c(=S)s1 (stereo not drawn) | -5.3% | ·
COc1ccccc1CCC(=O)Nc1ccc2c(c1)CN(CCCn1cccn1)CC2 | 8.0% | -12.5
COc1ccccc1N1CCN(C(=O)c2ccc3[nH]c4c(c3c2)CC(C)CC4)CC1 (stereo not drawn) | ? | ·
CN1CCN(c2ccc(C(=O)c3cn(-c4ccc(F)c(Cl)c4)nn3)cc2)CC1 | ? | ·
O=C(NCC1CCCO1)c1cc2ccccc2o1 (stereo not drawn) | ? | ·
CC(C)(C)OC(=O)N1CCC[C@H]1C(=O)N/N=C/c1ccc2nccnc2c1 | -3.3% | 1.9
COc1ccc(NS(=O)(=O)c2ccc(C)c(C(=O)NCC(c3cccs3)N3CCOCC3)c2)cc1 (stereo not drawn) | ? | ·
S=C(c1ccc(N2CCOCC2)cc1)N1CCCCC1 | 7.3% | -4.2
COc1ccc2oc(=O)c(C(=O)NCCc3ccc(OC)c(OC)c3)cc2c1 | 24.2% | 3.4
CCc1cccc(OCC(O)Cn2c(N3CCCCC3)nc3c2c(=O)[nH]c(=O)n3C)c1 (stereo not drawn) | ? | ·
CCOC(=O)Cn1c(-c2cccnc2)nc(-c2ccccc2)c1-c1ccccc1 | 10.6% | 11.2
Cc1ccc(C2=NN(CCC(=O)NCc3ccc4c(c3)OCO4)C(=O)CC2)cc1 | 3.1% | 10.9
COC(=O)Cc1csc(Nc2ccc(Cl)cc2)n1 | ? | ·
COc1ccccc1C(=O)NN1C(=O)/C(=C/c2cccn2C)SC1=S | ? | ·
NS(=O)(=O)c1ccc(CNC(=O)C(c2ccccc2)c2ccccc2)cc1 | ? | ·
COc1ccc(-c2cc(=O)oc3cc(OCC(=O)NCc4ccccn4)ccc23)cc1 | ? | ·
COc1cc2[nH]c(=S)n(CC3CCCO3)c(=O)c2cc1OC (stereo not drawn) | ? | ·
Cc1cccc(Nc2nc(-c3ccc(O)cc3O)cs2)n1 | ? | ·
O=C1CN(C(=O)COC(=O)c2cccc(Br)c2)c2ccccc2N1 | ? | ·
O=C(COc1cccc(F)c1)Oc1ccc(C(=O)c2ccccc2)cc1 | i | -0.9
NCCCCCc1nnc(SC/C=C/c2ccccc2)o1 | ? | ·

Complete entries, looked up by structure:
Record of CCOC(=O)Cn1c(-c2cccnc2)nc(-c2ccccc2)c1-c1ccccc1 → S3 lipid droplet: 10.6%; S3 lipid droplet cell count max: 11.2
Record of COc1ccc2oc(=O)c(C(=O)NCCc3ccc(OC)c(OC)c3)cc2c1 → S3 lipid droplet: 24.2%; S3 lipid droplet cell count max: 3.4

In the list so far, 2 have an aryl thioether with sulfur outside any ring:
SMILES | S3 lipid droplet | S3 lipid droplet cell count max
CSc1nn(-c2ccc(C(=O)OC(C(=O)NC(N)=O)C(C)C)cc2)c(=S)s1 (stereo not drawn) | -5.3% | ·
NCCCCCc1nnc(SC/C=C/c2ccccc2)o1 | ? | ·

Later entries.
SMILES | S3 lipid droplet | S3 lipid droplet cell count max
Cc1ccc(Cl)cc1N(CC(=O)N1CCCCCC1)S(C)(=O)=O | 15.0% | 8.7
CCOc1ccc(C2C(C#N)=C(N)Oc3cc(O)ccc32)cc1OCC (stereo not drawn) | ? | ·
Cc1ccc(Cn2ncc(Cl)c(Cl)c2=O)cc1 | -3.6% | 1.4
COc1ccc(Cc2nc3ccc(C(=O)NCCc4cccc(C)n4)cc3o2)cc1 | i | 21.1
Nn1c(SCC(=O)Nc2ccc3c(c2)OCO3)nnc1-c1ccc(Cl)cc1 | 3.0% | -3.6
COc1ccccc1NC(=O)CSc1nnc(Cc2cc(=O)[nH]c(=O)[nH]2)n1-c1ccccc1 | ? | ·
COc1ccc2occ(C(=O)c3ccc(N)cc3)c2c1 | ? | ·
COC(=O)c1cccc(Nc2nc(-c3ccncc3)nc3ccccc23)c1 | 5.2% | 9.8
Cc1ccc(C(=O)NCC(=O)NCc2cc(=O)n(C)c(=O)n2C)cc1 | i | 5.7
COc1ccc(NC(=O)COC(=O)Cc2c(F)cccc2Cl)cc1OC | 16.4% | 13.3
CN(C)c1cccc(C(=O)NNC(=O)/C=C/c2cccs2)c1 | ? | ·
CC(=O)Nc1ccc(S(=O)(=O)Nc2ccc(S(=O)(=O)N3CCCC3)cc2)cc1 | -2.3% | -0.1
COC(=O)c1ccc(C(=O)OC)c(NC(=O)COC(=O)C2CCCCC2)c1 | ? | ·
COc1ccc(OC)c(C(=O)N2CCCC(Nc3ccc(F)cc3)C2)c1 (stereo not drawn) | ? | ·
O=C(O)c1ccc(-c2nc(-c3cccc(C(F)(F)F)c3)cs2)cc1 | ? | ·
O=C1N=C(N2CCOCC2)S/C1=C/c1cc2c(cc1[N+](=O)[O-])OCO2 | ? | ·
O=C(CN1CCN(C(=O)c2ccco2)CC1)Nc1ccc(Cl)c(C(F)(F)F)c1 | ? | ·
Clc1ccc2oc(-c3cccnc3)nc2c1 | -10.7% | 7.6
CCCc1cc(=O)[nH]c(SCC(=O)NN(c2ccccc2)c2ccccc2)n1 | 0.3% | 20.5
O=C(CN1C(=O)c2cccc3cccc1c23)N1CCN(c2cccc(Cl)c2)CC1 | ? | ·
Cc1cc(=O)[nH]c(N2CCN(Cc3ccccc3)CC2)n1 | ? | ·
CC1Cc2ccccc2N1C(=O)COC(=O)CCc1nc2ccccc2c(=O)[nH]1 (stereo not drawn) | ? | ·
CCN(CC(=O)Nc1ccccc1C(F)(F)F)C(=O)c1ccc2c(=O)n3c(nc2c1)CCC3 | ? | ·
CCOC(=O)C1=C(CSc2nc(C)ccc2C#N)OC(N)=C(C#N)C1c1cccc(OC)c1OC (stereo not drawn) | 16.3% | 8.9
CCN(CC)CCCOc1ccc(Cl)c(Cl)c1 | -6.5% | -3.7

In the list so far, these have bromine:
SMILES | S3 lipid droplet | S3 lipid droplet cell count max
Cn1nc(C(F)(F)F)c(-c2ccc(Br)cc2)c1NC(=O)c1ccco1 | 6.4% | 16.0
Cc1ccc(NC(=O)Cc2ccc([N+](=O)[O-])cc2)c(Br)c1 | i | 19.5
O=C1CN(C(=O)COC(=O)c2cccc(Br)c2)c2ccccc2N1 | ? | ·

Carrying on.
SMILES | S3 lipid droplet | S3 lipid droplet cell count max
COc1ccc(C2C3(C#N)C(N)=NC(OC)(OC)C23C#N)cc1 (stereo not drawn) | -1.0% | -10.3
CC(C)CCN(C(=O)COc1ccc(C#N)cc1)c1c(N)n(Cc2ccccc2)c(=O)[nH]c1=O | ? | ·
O=C(NCc1ccccc1)NC1CCCCC1 | -6.8% | 16.0
COc1ccc(C2=NN3C(C2)c2ccccc2OC3c2cccs2)cc1 (stereo not drawn) | i | 4.2
COc1ccc(-c2ccc(CCC(=O)O)n2NC(=O)c2ccc(C(C)(C)C)cc2)cc1 | 13.1% | 0.7
Cc1nc2ccccc2n1CC(=O)OCC(=O)NCCc1ccccc1 | ? | ·
Cc1ccc(/C=N/NC(=O)CN2CCN(Cc3ccccc3Cl)CC2)o1 | ? | ·
O=C1NC2(CCCc3ccccc32)C(=O)N1CCOc1ccc(Br)cc1 (stereo not drawn) | i | 27.0
Nc1cccc(-c2ccc(CO)o2)c1 | 1.1% | 1.0
Cc1onc(-c2ccccc2)c1C(=O)NC(=S)NNC(=O)c1ccccc1O | ? | ·
CC(NC(=O)c1nn(C)c2c1CS(=O)(=O)c1ccccc1-2)c1ccccc1 (stereo not drawn) | ? | ·
C=CCn1c(O)c(N=NC(=S)Nc2ccccc2C)c2cc(S(=O)(=O)N3CCOCC3)ccc21 | ? | ·
Cc1ccc(OCCn2cc(C(=S)N3CCCC3)c3ccccc32)cc1C | i | ·
CCc1ccc(NC(=O)Cn2nnc(C(=O)NCc3ccc(OC)cc3)c2N)cc1 | i | ·
COc1ccc(C2Nc3ccccc3C(=O)N2c2ccc(C)cc2)cc1Cn1nnc2ccccc21 (stereo not drawn) | ? | ·
COC(=O)c1ccc(COC(=O)c2ccc(CS(=O)(=O)c3ccc(C)cc3)cc2)cc1 | -11.4% | -6.6
Cc1ccc([N+](=O)[O-])c(OCCN2CCc3ccccc3C2)c1 | -7.1% | -17.2
COC(=O)c1ccccc1NC(=O)Nc1cnccn1 | i | -4.5
Cc1ccc(S(=O)(=O)N2CCN(C(=O)COC(=O)C3CCC3)CC2)cc1 | ? | ·
Cc1c(OCC(=O)NC2CCN(Cc3ccccc3)CC2)ccc2c3c(c(=O)oc12)CCC3 | i | -3.8
C=CCOc1c(Br)cc(/C=N/O)cc1OCC | ? | ·
CCc1nnc(NC(=O)c2cc(-c3cccnc3)nc3ccccc23)s1 | ? | ·
O=C(Nc1cccc(-c2nnc(-c3ccccc3)o2)c1)C1CC1 | i | 5.9
Cc1nnc(CN(C)Cc2cn[nH]c2-c2ccc(-c3ccccc3)cc2)o1 | 9.7% | 3.4
CC1CCCC(NC(=O)CCNC(=O)c2ccc(Br)cc2)C1C (stereo not drawn) | ? | ·

(list continues)
SMILES | S3 lipid droplet | S3 lipid droplet cell count max
O=C(NCC1CCCO1)C(c1ccc(N2CCOCC2)cc1)N(C(=O)Cn1nnc2ccccc21)c1ccccc1F (stereo not drawn) | 0.0% | -3.7
CCCC(=O)Nc1nnc(COC)s1 | i | ·
COCCn1nnnc1CN(Cc1cccnc1)Cc1cc2cc(OC)ccc2[nH]c1=O | 10.8% | 1.0
COc1ccc(OC)c(C(=O)Cn2nnc(-c3ccc(N4CCOCC4)cc3)n2)c1 | 4.7% | -8.5
CNC(=S)N(Cc1cccs1)Cc1cc2ccc(OC)cc2[nH]c1=O | 7.2% | -0.8
N#CC1(NC(=O)COC(=O)c2nc(Cl)ccc2Cl)CCCCC1 | ? | ·
Nc1nc(NCc2ccccc2Cl)n(-c2ccccc2)n1 | -4.7% | 11.4
COc1cc(-c2c(C#N)c(N)nc3[nH]c(=S)[nH]c(=O)c23)ccc1O | 4.2% | 8.4
c1ccc(Nc2nc(-c3ccncc3)cs2)nc1 | ? | ·
CCOC(=O)N1CCN(C(=O)c2cc3c(s2)-c2ccccc2OC3)CC1 | ? | ·
COc1cc(OC)cc(C(=O)Nc2cccc(NC(C)=O)c2)c1 | i | ·
O=C(NCC(=O)N1CCN(S(=O)(=O)c2cccc(F)c2)CC1)c1ccc(Br)o1 | ? | ·
Cc1ccc(N2CC(C(=O)Nc3nnc(SCC(=O)Nc4nc(C)cs4)s3)CC2=O)cc1 (stereo not drawn) | -6.4% | -6.1
Cc1nc(-c2ccccn2)nc(SCC(=O)c2ccc(F)cc2)c1Cl | ? | ·
CCN(CC)CCCNC(=S)N(CCO)Cc1cc2cc3c(cc2[nH]c1=O)OCO3 | ? | ·
O=C1C(C=NCCCN2CCCC2=O)=C(O)c2ccccc21 | ? | ·
CC(C)C(=O)Nc1cccc(C(=O)NCc2ccc(S(N)(=O)=O)cc2)c1 | ? | ·
CCCCNC(=O)CCn1nc(-c2ccccc2)c2ccccc2c1=O | -9.9% | -0.7
COc1ccc2cc3cc(C(=O)N(C)C4CCCCC4)oc3nc2c1 | i | -16.2
O=C(Nc1ccccc1C(=O)N1CCCCC1)c1cccs1 | 3.8% | -3.1
O=C(O)/C(=C\c1cccc(O)c1)c1ccc(S(=O)(=O)N2CCCC2)s1 | ? | ·
CC(C)(C)NC(=O)NC(=O)COc1ccccn1 | ? | ·
CC(=O)NC(=O)NC1CSCC1OC(C)=O (stereo not drawn) | -19.9% | 10.2
Cc1ccc(NCC(O)Cn2cnc3c2c(=O)n(C)c(=O)n3C)cc1 (stereo not drawn) | 5.8% | 8.2
COc1ccccc1CNC(=O)CC(NS(=O)(=O)c1ccc(C)cc1)c1ccco1 (stereo not drawn) | i | ·

More results.
SMILES | S3 lipid droplet | S3 lipid droplet cell count max
Cc1ccc(NC(=O)CNC(=O)OCc2ccccc2)cc1C | -11.2% | -3.0
Cc1cc(C(=O)N/N=C/c2cccc([N+](=O)[O-])c2O)n[nH]1 | ? | ·
O=C(NC1CCCC1)c1ccc(Cl)s1 | ? | ·
COc1cc(SC)ccc1C(=O)OCC(=O)NCC(C)C | i | 15.8
COc1ccc(NC(=O)C2CCCN2S(=O)(=O)c2ccc3c(c2)CCC(=O)N3)cc1 (stereo not drawn) | ? | ·
CCc1nn(CC(=O)NCCCN2CCN(CC)CC2)c(=O)c2cc3occc3n12 | -3.7% | -13.5
CCOC(=O)N1CCC(NCc2c(C(=O)N(C)Cc3ccccc3)nc3ccccn23)CC1 | 9.7% | 10.4
COc1ccc(OC)c(CCNC(=O)CN2C(=O)CC(C)(C)S(=O)(=O)c3ccccc32)c1 | 0.1% | -14.8
C[C@H]1CN=C(N(C)C)N1CC1CCCC1 | 11.2% | -22.6
COCCCn1cnc2oc3nc4ccccc4nc3c2c1=O | ? | ·
